Screening results from PubChem BioAssay.
MEKK2 mut-MEK5: signal of MEK5 binding to mutant human MEKK2 PB1 domain | bead flow cytometry, Alexa488-MEK5 binding to MEKK2 mutant | percent response, % at 10 µM | actives 0.35% (n = 290,000) | AID 1530; in the data active means percent response above about 24%, passing the limit was not always enough; further: inactives centre near 1; some results filed as inactive read as strong as hits; reference of the scale not given here
MEKK3 PB1 HTS: modulators (inhibitors or enhancers) of MEK5 binding to human MEKK3 PB1 domain | AID 1529 | binding response (% of control), % at 10 µM | actives 1.4% (n = 290,000) | Q99759 | bead-based flow cytometry, Alexa488-MEK5 binding to MEKK3; actives lie on both sides; 0 = blocked by unlabeled MEK5, 100 = vehicle;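 active means binding response more than 3 SD above or below the average of its plate-row segment, actives on both sides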;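 further: Alexa488 bead fluorescence after subtracting the streptavidin-only scavenger bead signal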
PHOSPHO1 inh: PHOSPHO1 (human) inhibition | Q8TCT1 | recombinant PHOSPHO1, absorbance phosphatase assay | inhibition, % at 13.3 µM | actives 1.1% (n = 290,000) | AID 1565; in the data active means inhibition above about 60%
Target sequence (Q8TCT1 whole entry, looked up): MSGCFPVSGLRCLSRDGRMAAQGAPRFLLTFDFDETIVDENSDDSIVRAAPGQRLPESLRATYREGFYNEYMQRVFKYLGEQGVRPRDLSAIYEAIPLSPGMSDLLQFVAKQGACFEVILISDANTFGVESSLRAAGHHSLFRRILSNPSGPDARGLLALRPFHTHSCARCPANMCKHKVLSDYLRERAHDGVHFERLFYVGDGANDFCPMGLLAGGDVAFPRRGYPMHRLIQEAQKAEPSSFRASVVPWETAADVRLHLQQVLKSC
GPR7 antagonist: human neuropeptides B/W receptor 1 antagonism; P48145; GPR7-expressing cells, fluorescence antagonist assay; inhibition, % at 4.4 µM; actives 1.1% (n = 290,000); in the data active means inhibition above about 16%, passing the limit was not always enough;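 further: cells stimulated with the agonist NPW; 0% = agonist with vehicle and 100% = vehicle without agonist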
Target sequence (P48145 whole entry, looked up): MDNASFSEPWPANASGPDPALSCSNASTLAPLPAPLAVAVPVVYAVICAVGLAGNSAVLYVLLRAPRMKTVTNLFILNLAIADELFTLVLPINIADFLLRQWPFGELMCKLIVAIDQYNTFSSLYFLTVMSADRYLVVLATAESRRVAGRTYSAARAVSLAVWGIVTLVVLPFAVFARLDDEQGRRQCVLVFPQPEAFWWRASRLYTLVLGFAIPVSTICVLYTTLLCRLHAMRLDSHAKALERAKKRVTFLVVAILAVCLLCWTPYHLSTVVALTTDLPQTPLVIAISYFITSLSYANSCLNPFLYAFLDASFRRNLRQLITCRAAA
M18AAP inhibitor: blocks P. falciparum M18 aspartyl aminopeptidase; recombinant PfM18AAP, H-Glu-NHMec fluorogenic cleavage; inhibition, % at 7.35 µM; actives 1.2% (n = 290,000); AID 1822;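 active means inhibition above the campaign mean inhibition over all tested compounds plus 3 SD, cut at about 28% in these data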;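 further: 0% = plate median of test compound wells and 100% = 2 mM ZnCl2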
OXTR agonist: activates the human oxytocin receptor; P30559; CHO-OTR cells, Fluo-8 calcium fluorescence; normalized: DMSO 0%, oxytocin 100%; activation, % at 3 µM; actives 0.32% (n = 320,000); AID 2435;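 active means activation above the mean of all tested compounds plus 3 SD, cutoff set per screening run, cut at about 20% in these data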;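 further: peak over basal fluorescence ratio from a 100 s FLIPR kinetic read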
Target sequence (P30559 whole entry, looked up): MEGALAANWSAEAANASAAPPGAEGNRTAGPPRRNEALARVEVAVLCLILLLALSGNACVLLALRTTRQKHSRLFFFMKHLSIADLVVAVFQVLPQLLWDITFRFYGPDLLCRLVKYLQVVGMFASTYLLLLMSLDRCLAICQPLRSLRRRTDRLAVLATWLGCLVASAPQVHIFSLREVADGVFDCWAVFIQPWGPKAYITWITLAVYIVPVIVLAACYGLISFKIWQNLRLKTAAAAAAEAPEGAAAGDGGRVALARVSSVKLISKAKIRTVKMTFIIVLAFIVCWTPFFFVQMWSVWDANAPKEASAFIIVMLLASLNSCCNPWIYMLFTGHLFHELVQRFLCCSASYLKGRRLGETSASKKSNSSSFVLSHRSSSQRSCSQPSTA
NALP1 inh: blocks the NALP1 inflammasome reconstituted in yeast; inhibition, % at 10 µM; actives 0.61% (n = 280,000); S. cerevisiae NALP1/ASC/caspase-1 growth, X-gal OD620, 72 h; AID 2071; in the data active means inhibition mostly above about 24%, no sharp cut-off; inactive means mostly below about 32%; further: some compounds called inactive have numbers as strong as hits
FID counter: counter-screen for HCV NS3 helicase inhibitors: DNA intercalator displacement; actives 0.17% (n = 290,000); AID 1845; inhibition, % at 7.9 µM; DNA fluorescent intercalator displacement, fluorescence; in the data active means inhibition above about 37%;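 further: 0% = vehicle and 100% = reference compound; higher means more ethidium bromide displaced from hairpin DNA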
MEKK2wt PB1 HTS: raises or lowers MEK5 binding to wildtype human MEKK2 PB1 domain | bead flow cytometry, Alexa488-MEK5 binding to MEKK2 WT; actives lie on both sides | binding response (% of control), % at 10 µM | actives 1.1% (n = 290,000); in the data active means binding response below about 67% or above about 130%
Active calls of the source: *; . = not tested or not shown; & = joins results of further samples; [ ] = dose if it differs, or a comment.

SMILES	MEKK2 mut-MEK5	MEKK3 PB1 HTS	PHOSPHO1 inh	GPR7 antagonist	M18AAP inhibitor	OXTR agonist	NALP1 inh	FID counter	MEKK2wt PB1 HTS
Cc1c(Cl)cccc1NC(=O)Cn1c(CCC(=O)O)ccc1-c1ccccc1	1	105	-7	6	12	1.1	11	-23	105
CCCC(O)(c1ccc(OC)cc1)C(CN1CCOCC1)c1ccccc1 (stereo unspecified)	0	101	-18	-7	-1	-1.6	4	-13	99
Cc1ccc(C2/C(=C(/O)c3cnn(-c4ccccc4)c3C)C(=O)C(=O)N2CCCN2CCOCC2)o1 (stereo unspecified)	4	103	45	-14	7	-0.5	.	-9	100
Clc1cccc(Cl)c1C1Nc2cccc3cccc(c23)N1	5	99	39	-19	4	4.7	16	-13	96
COC(=O)C(C)(C)ONC(=O)Nc1ccccc1[N+](=O)[O-]	-6	92	36	-13	1	-1.4	7	-2	94
Cc1nc(SCc2ccc(O)c([N+](=O)[O-])c2)n[nH]1	1	103	-4	-5	15	0.0	-19	-3	101
CCc1ccc2oc(C(=O)Nc3nonc3C)c(C)c2c1	5	99	7	14	-1	-1.2	-1	-15	101
Cc1ccc(CNC(=O)CN(Cc2cccs2)C(=O)C2(C)CC(=O)N=C3C=CC=CN32)cc1 (stereo unspecified)	-2	95	-37	-8	5	1.5	17	-10	92
N/C(COc1cccc(C(F)(F)F)c1)=N\NC(=O)c1cccnc1Oc1ccccc1	2	103	1	-13	2	1.1	-37	-12	105
CCN1CCCC1CNC1=NCCCCC1 (stereo unspecified)	-5	97	-4	6	0	0.6	-40	3	99
Cc1cc(C(=O)N/N=C/c2ccc(-c3cccc([N+](=O)[O-])c3)o2)n[nH]1	7	104	14	-13	4	0.1	-6	-24	106
Cc1ccc(Cn2c(=N)n(CC(=O)c3ccc([N+](=O)[O-])cc3)c3ccccc32)cc1	60*	111	3	1	20	0.6	53	15	153*
CCOc1cc(N2CCOCC2)c(OCC)cc1NC(=O)Cc1ccccc1	1	99	8	-2	2	-0.3	12	-31	101
COc1ccc2c(c1)O[C@H](c1ccc3c(c1)OCO3)[C@@H](OC(=O)Nc1cc(OC)c(OC)c(OC)c1)C2=O	-8	76	-11	22	12	-0.5	16	-26	79
O=S1(=O)c2ccccc2N=NN1Cc1ccc(Cl)cc1	9	104	38	-2	12	-0.6	24	-7	106
CN(C)c1nc(SCc2ccccc2)nc(N2CCOCC2)n1	3	105	24	-24	-13	-2.9	14	-14	99
CC12c3ccccc3C(c3ccccc31)C1C(=O)N(c3cccnc3)C(=O)C12 (stereo unspecified)	0	98	-4	8	-10	0.4	14	-31	99
O=[N+]([O-])c1ccc(-c2nc(NCC3CCCO3)c3ccccc3n2)cc1 (stereo unspecified)	-3	96	36	-3	-2	-1.1	0	2	99
O=C(NC1CCCCC1)c1ccccc1-c1ccccc1	15	100	1	1	2	-2.6	33	-7	131
COc1ccc(-c2csc(NC(=S)NC(=O)c3cc4ccccc4o3)n2)cc1Br	3	97	29	-8	-5	-0.2	5	-3	99
CN1CCN(CCCN(Cc2ccco2)C(=S)Nc2ccc(Cl)cc2)CC1	3	107	9	-1	-4	1.8	8	11	105
c1ccc(COc2ccc(OCCN3CCCC3)cc2)cc1	-3	84	4	4	1	3.6	46	3	91
COc1ccc(CCNC(=O)C(=O)NCC2OCCN2S(=O)(=O)c2ccc(Cl)cc2)cc1 (stereo unspecified)	3	99	-11	8	4	7.5	-3	-42	98
COc1ccc(CCNC(=O)C2CCC(=O)N(C3CC3)C2)c(OC)c1 (stereo unspecified)	-6	100	26	-10	-20	0.3	16	-10	95
COc1ccc(-n2c(C)nc3sc4c(c3c2=O)CCCC4)cc1	-2	98	19	-17	0	-1.8	22	-21	94
Cc1ccc(CSCc2ccc(C(=O)NCCCN3CCOCC3)o2)cc1	2	100	2	-19	-10	0.6	-2	5	106
CC(=O)Nc1ccc2nc(NC(=O)CN3CCOCC3)sc2c1	-6	102	24	-8	0	0.9	14	-5	98
COc1ccc(-n2c(CCC(=O)O)ccc2-c2ccccc2)cc1	0	102	31	-13	8	0.9	6	-12	99
O=C(COC(=O)Cc1ccsc1)NC(c1ccccc1)c1ccccc1	5	97	1	-9	-4	-1.3	26	-16	104
CC1(C)Cc2nc3sc4c(=O)[nH]cnc4c3cc2CS1	9	105	-17	-13	2	-0.4	1	-6	102
CCOC(=O)CN/C=C(\C#N)c1ccccc1	1	102	12	-6	-6	0.2	27	-3	101
O=C(COc1ccc(Br)cc1)N1CCNC1=O	0	100	53	-4	0	-0.3	3	-5	99
Cc1ccc(-c2nnc(N(C)C(=O)c3cccnc3)s2)cn1	4	103	27	-6	-11	0.3	-8	-5	104
CCOC(=O)N1CCN(C(=S)NC(=O)c2nn(C)cc2Br)CC1	-2	94	16	-17	1	-0.8	-1	-6	98
Cc1ccc(Oc2nc(CN3CCOCC3)nc3sc4c(c23)CCC(C)C4)cc1 (stereo unspecified)	16	104	-10	-4	2	0.3	37	-12	111
COc1ccc(Cl)cc1S(=O)(=O)N1CCN=C1C	13	109	-13	-9	-9	-0.2	24	0	117
CCC1(C)N=C(c2ccc3c(c2)OCO3)CC(c2ccccc2O)N1 (stereo unspecified)	4	104	6	11	8	-0.4	4	-5	97
Cc1ccc(-c2nc(NCCN3CCOCC3)c3ccccc3n2)cc1	-6	72*[inhibitor]	5	-6	-3	2.5	6	46*	88
O=C(Cc1ccc(S(=O)(=O)N2CCOCC2)s1)Nc1nc2c(s1)CCCC2	0	100	94*	-6	9	2.1	-7	-12	97
CC(C)OC(=O)CN1CCN(C2c3ccccc3-c3ccccc32)CC1	-16	96	-27	1	4	-0.6	-3	-13	98
COc1ccc(C(=O)Nc2ccc3c(c2)nc2n3CCSC2)cc1	-2	94	32	-15	4	-0.9	3	-11	96
COc1ccc2nc(N3CCCCC3)c(/C=C3\SC(=S)NC3=O)cc2c1	17	109	27	-7	-4	2.9	.	-2	102
CN1CCCC(OC(=O)c2ccc(S(=O)(=O)N(C)C)cc2)C1 (stereo unspecified)	4	103	29	-12	-2	1.0	16	1	104
CCCN1CCC(NC(=O)Cc2ccc(C)cc2)CC1	-4	101	19	19	-4	1.1	6	-3	101
CCCN1C(=O)c2cc(C(=O)Nc3ccccc3CC)ccc2C1O (stereo unspecified)	0	105	-16	16	-8	1.0	7	-11	103
COc1ccc(Cl)cc1C(=O)CSc1nnnn1C1CCCCC1	-2	99	32	-3	-3	1.5	26	-3	94
O=[N+]([O-])c1ccccc1/C=N/N1CCN(Cc2ccccc2)CC1	11	102	36	-20	11	-1.5	7	-4	110
O=C(Nc1ccc(N2CCOCC2)cc1)Nc1ccc2nc(-c3ccco3)c(-c3ccco3)nc2c1	8	106	4	-17	11	-0.9	8	-9	108
COCCCN=C1NN=C(c2cc(C)n(Cc3ccco3)c2C)CS1	-3	91	17	0	-2	2.0	22	-5	99
Cc1cc(C)cc(NCCC#N)c1	1&19	101&103	-1&4	-6&0	-4&3	-0.8	3&-2	2&3	102&109
CC(C)(C)c1cc(C(=O)NNc2cccc(Cl)c2)n(Cc2ccccc2)n1	-17	93	6	1	-17	-2.5	18	-20	90
CCOC(=O)c1cc2cc([N+](=O)[O-])ccc2oc1=O	-28	75*[inhibitor]	13	-6	-3	0.2	6	-1	76
Cc1nc(N)sc1-c1csc(Nc2ccc(Cl)cn2)n1	4	96	-1	1	8	-1.2	-12	-5	95
O=C(/C=C/c1ccc(Cl)cc1)N1CCN(c2ccc(Cl)cc2[N+](=O)[O-])CC1	1	105	34	3	-3	-1.0	-2	-3	101
c1ccc(N=P(c2nc3ccccc3o2)(N2CCOCC2)N2CCOCC2)cc1	-6	84	-14	7	-7	0.7	25	1	92
O=C(c1ccccc1Cl)N1CCCC(c2nc3c(nnn3Cc3ccccc3)c(=O)[nH]2)C1 (stereo unspecified)	6	102	11	-3	-5	0.5	7	-25	103
Cc1nc(NC(=O)C2CC2)sc1C(=O)Nc1ccccc1Cl	-2	93	25	-13	-12	.	8	-14	98
Cc1cc(C)cc(Oc2ccccc2C=O)c1	-3	98	-15	-18	-8	-1.2	20	-1	98
O=C(CCCN1C(=O)/C(=C\c2cccs2)SC1=S)Nc1ccc(O)cc1C(=O)O	1	104	24	-3	-11	-2.1	4	5	103
COc1ccc(NC(=O)CS(=O)CC(=O)NC2CCCc3ccccc32)cc1 (stereo unspecified)	0	99	-7	17	4	-1.0	-14	-15	100

A second format for five compounds above.
Second line of a record – MEKK2 mut-MEK5	MEKK3 PB1 HTS	PHOSPHO1 inh	GPR7 antagonist	M18AAP inhibitor	OXTR agonist	NALP1 inh	FID counter	MEKK2wt PB1 HTS
O=[N+]([O-])c1ccccc1/C=N/N1CCN(Cc2ccccc2)CC1
→ 11	102	36	-20	11	-1.5	7	-4	110
O=C(Nc1ccc(N2CCOCC2)cc1)Nc1ccc2nc(-c3ccco3)c(-c3ccco3)nc2c1
→ 8	106	4	-17	11	-0.9	8	-9	108
COCCCN=C1NN=C(c2cc(C)n(Cc3ccco3)c2C)CS1
→ -3	91	17	0	-2	2.0	22	-5	99
Cc1cc(C)cc(NCCC#N)c1
→ 1&19	101&103	-1&4	-6&0	-4&3	-0.8	3&-2	2&3	102&109
CC(C)(C)c1cc(C(=O)NNc2cccc(Cl)c2)n(Cc2ccccc2)n1
→ -17	93	6	1	-17	-2.5	18	-20	90

The listing continues.
SMILES	MEKK2 mut-MEK5	MEKK3 PB1 HTS	PHOSPHO1 inh	GPR7 antagonist	M18AAP inhibitor	OXTR agonist	NALP1 inh	FID counter	MEKK2wt PB1 HTS
CCOC(=O)C1CCN(S(=O)(=O)c2ccc(Br)c(OCC)c2)CC1	2	102	9	-4	-7	2.0	22	-26	104
CCCCC(CCC(=O)NNC(=O)Cc1ccccc1)C(=O)O (stereo unspecified)	-4	91	-15	-7	-8	-0.5	8	4	65
O=C(/C=C/c1ccc[nH]1)c1ccc(F)cc1	-2	97	30	5	-24	-1.6	0	-14	96
CCCCNC(=O)Nc1cc(C)on1	-4	92	17	-9	-9	0.3	51	2	99
Cc1ccccc1NC(=O)CN1C(=O)NC(C)(c2ccc3c(c2)OCO3)C1=O (stereo unspecified)	17	106	12	19	-9	8.2	6	-8	105
CCOC(=O)c1ccc(NC(=O)CSc2nnc(CNc3ccc(OC)cc3)n2C)cc1	1	95	0	-3	-5	0.4	12	-7	96
O=C(c1cccc([N+](=O)[O-])c1)c1ccccn1	-9	92	8	-6	-10	0.2	-2	-2	88
Cc1c(NS(=O)(=O)c2cccc(C(=O)NCc3ccncc3)c2)c(=O)n(-c2ccccc2)n1C	-5	95	-9	-3	-2	1.0	-2	-6	99
C/C=C/Cn1c(N2CCCCCC2)nc2c1c(=O)[nH]c(=O)n2C	.	.	-10	-13	1	-1.0	11	0	.
CCCn1nnc(NC(=O)/C=C/c2ccc(C(C)C)cc2)n1	-11	86	8	-1	4	-2.2	6	-19	89
COc1ccc(CCNC(=O)c2cnc(C)cn2)cc1	-2	99	18	3	4	0.3	-7	-18	99
CCNC(=O)CC1C(=O)N(c2ccc(F)cc2)C(=O)N1CCC(C)C (stereo unspecified)	6	105	24	-1	2	0.3	-8	0	106
O=C(NC(=S)NCCOCc1ccc(Cl)cc1)c1cccnc1	-1	101	20	6	-14	0.2	20	-20	94
[O-]c1n[n+](-c2ccc(Cl)cc2)cc2ccccc12	-4	86	2	-2	4	-0.6	13	-4	94
COc1ccccc1OCCCN1C(=O)C(=O)c2cccc(C)c21	.	.	-42	16	10	-2.5	9	-4	.
COc1ccc(CCNCC(O)COc2ccc(OC)cc2C(C)(C)C)cc1 (stereo unspecified)	1	101	37	18	-6	18	32	43*	124
Cc1ccc(-c2cc(C(=O)Nc3ccccn3)c3ccccc3n2)o1	-1	114	6	4	-14	-0.1	11	-2	101
